Cl transport mod – KCC2 (human) Cl- transport modulation. KCC2 cells, thallium flux FluoZin-2 fluorescence. 2.2% of 190,000 active. B-score of Tl+ flux slope (higher = more flux/activation; lower = inhibition) at 10 µM;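 active = thallium flux slope and its plate-corrected score both differing from the plate sample mean at a set confidence after two filtering rounds, in either direction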;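 note: slope of fluorescence scaled to starting intensity during 10 to 20 s after thallium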
Rad51 HR inh – Rad51 (human) homologous recombination inhibition; 0.085% of 200,000 active; inhibition, % at 10 µM; Q06609; hRad51 DNA strand exchange, fluorescence dequenching;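 active = inhibition above 40% at the single screening dose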;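 note: 0% = DMSO control wells and 100% = blanks with heterologous ssDNA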
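System: human Rad51 nucleoprotein filaments preassembled on unlabelled ssDNA. Reagent: labelled 47-mer dsDNA for strand exchange. Schedule: 30-min compound preincubation and 15-min exchange, both room temperature. Measured by: FRET fluorescence dequenching, excitation 485 nm, emission 520 nm. Read-out: Fluorescence-based percent inhibition, control- and blank-normalised. Benchmarks: plate controls and plate blanks.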
PERK inh – inhibitors of human PERK kinase; Q9NZJ5; inhibition, % at 5.6 µM; 0.17% of 220,000 active; CHO PERK-DD fusion, SEAP luminescence translation reporter;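 active = inhibition above the mean inhibition of all tested compounds plus 3 SD, set separately per screening campaign, cut at about 2.9% in these data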;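 note: PERK kinase domain activated by AP20187 dimerizer at 100 nM; 0% = DMSO with dimerizer and 100% = rapamycin at 8.4 µM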
FXIa inh 1536 – blocks human coagulation factor XIa protease activity; P03951; purified FXIa, Boc-Glu-Ala-Arg-AMC fluorogenic substrate; inhibition, % at 5 µM; 0.14% of 220,000 active; AID 798;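 active = inhibition of at least 40%; inactive = inhibition below 40%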;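 note: fluorescence of freed AMC excited at 355 nm; 0% = enzyme without compound and 100% = no enzyme blank; many of its hits are not listed in these tables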
Target sequence (P03951 19-387 limits assumed): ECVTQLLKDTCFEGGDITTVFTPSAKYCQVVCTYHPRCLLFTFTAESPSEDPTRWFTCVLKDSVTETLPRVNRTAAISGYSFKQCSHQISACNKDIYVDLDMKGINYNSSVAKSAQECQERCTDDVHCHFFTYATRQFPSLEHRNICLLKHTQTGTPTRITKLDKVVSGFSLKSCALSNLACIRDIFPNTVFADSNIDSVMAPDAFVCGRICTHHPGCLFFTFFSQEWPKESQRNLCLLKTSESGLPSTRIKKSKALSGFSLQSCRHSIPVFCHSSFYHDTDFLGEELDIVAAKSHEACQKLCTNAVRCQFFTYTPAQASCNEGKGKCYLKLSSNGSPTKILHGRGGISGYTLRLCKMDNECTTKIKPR
Target sequence (P03951 388-625 limits assumed): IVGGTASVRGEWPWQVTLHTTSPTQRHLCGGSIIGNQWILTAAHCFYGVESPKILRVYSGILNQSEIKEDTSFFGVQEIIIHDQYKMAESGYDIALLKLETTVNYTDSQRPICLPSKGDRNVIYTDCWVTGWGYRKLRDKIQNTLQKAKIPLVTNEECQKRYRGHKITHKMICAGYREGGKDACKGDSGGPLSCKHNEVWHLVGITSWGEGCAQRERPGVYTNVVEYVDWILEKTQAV
Furin inh – blocks human furin protease activity; P09958; purified furin, fluorogenic substrate cleavage; inhibition, % at 30 µM; 0.061% of 220,000 active; in the data active = inhibition above about 25%; note: inactives centre near -15
m-calpain inh – inhibitors of pig calpain II | purified calpain II, fluorogenic peptide substrate, 30 min | inhibition, % at 16 µM | 0.37% of 220,000 active | AID 1236;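 active = inhibition above about 50%, limit read from the data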
FXIIa inh 1536 – factor XIIa (human) inhibition. P00748. 0.3% of 220,000 active. AID 800. purified FXIIa, Boc-QGR-AMC fluorogenic substrate, 2 h. inhibition, % at 5 µM; in the data active = inhibition above about 40%;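 note: 0% = enzyme with no compound and 100% = blank without enzyme; many of its hits are not listed in these tables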
thrombin 1536 – thrombin (human) inhibition | P00734 | alpha-thrombin, Boc-VPR-AMC fluorogenic substrate cleavage | inhibition, % at 5 µM | 0.26% of 220,000 active | AID 1046;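 active = inhibition at or above 40%; inactive = inhibition below 40%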;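 note: 0% = enzyme with no compound and 100% = wells without enzyme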
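System: human alpha-thrombin protein; Compound dosing: one concentration per compound, 5 µM, with 0.2% DMSO; Timing: reaction at room temperature; Technique: AMC fluorescence, 355/460 nm; Controls: enzyme without compound as high, wells lacking enzyme as low.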
hK5 inh – blocks human kallikrein 5 protease activity. Q9Y337. recombinant hK5, fluorogenic AMC substrate cleavage. inhibition, % at 5 µM. 0.59% of 210,000 active;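 active = inhibition of 40% or more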;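 note: 0% = enzyme controls without compound and 100% = no-enzyme blanks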
Target sequence (Q9Y337 67-293 limits assumed): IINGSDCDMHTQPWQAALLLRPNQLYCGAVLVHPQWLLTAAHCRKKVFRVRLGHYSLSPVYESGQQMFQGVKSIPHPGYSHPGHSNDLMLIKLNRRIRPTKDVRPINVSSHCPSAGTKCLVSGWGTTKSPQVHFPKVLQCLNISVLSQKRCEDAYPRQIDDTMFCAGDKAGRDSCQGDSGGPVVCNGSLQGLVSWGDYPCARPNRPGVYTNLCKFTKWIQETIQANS
Numbers without * were called inactive; i = inactive; x = no result given; [ ] = another dose, or the depositor's remark. An excerpt. The share of hits here may be higher or lower than overall.

Order of values – Cl transport mod | Rad51 HR inh | PERK inh | FXIa inh 1536 | Furin inh | m-calpain inh | FXIIa inh 1536 | thrombin 1536 | hK5 inh
(1) C=CCN1N=C(/C=C/c2ccccc2)CCC1=O
  x | 5.5 | 0.4 | -5.8 | -6.8 | -7.9 | 3.0 | -7.8 | -5.0
(2) CC(=O)Nc1cccc(NC(=O)c2c(-c3ccccc3Cl)noc2C)c1
  0.39 | -1.4 | 0.4 | -5.7 | -18.5 | 13.7 | -2.9 | -3.3 | 6.8
(3) O=C(NCCF)[C@H]1C[C@@H]1[C@H](NP(=O)(c1ccccc1)c1ccccc1)c1ccccc1
  0.382 | -3.5 | -0.5 | 0.9 | -10.4 | 13.8 | 7.3 | 2.1 | 5.8
(4) COCCCNC(=O)CSc1c2c(nc3ccc(Cl)cc13)CCCC2
  -0.0245 | 5.4 | -0.4 | -1.7 | -13.1 | -0.4 | 6.5 | 4.5 | -3.1
(5) Cc1c(NC(=O)c2cc(-n3cnnc3)ccc2Cl)cccc1-c1nc2ccccc2s1
  x | 1.5 | 0.4 | -0.1 | -7.5[20 µM] | -66.0 | 14.1 | 0.0 | -2.6
(6) Cc1nn(CC(N)=O)c(=O)c2ccccc12
  x | 2.7 | 1.6 | -14.9 | -8.8 | 2.3 | 0.9 | -0.8 | -21.1
(7) O=C(Nc1ccncc1)c1sc2ccccc2c1Cl
  -0.987 | -2.9 | 1.0 | -1.2 | -8.4 | 25.6 | 3.1 | -2.9 | 3.6
(8) Cc1cc(C(=O)O)c(=O)[nH]c1C
  0.232 | 2.3 | 2.8 | -0.5 | -53.4 | -51.2 | 0.1 | 0.1 | 2.0
(9) COc1ccc2[nH]c3c(=O)n(CCc4ccccc4)cnc3c2c1
  0.717 | 20.4 | -1.7 | -5.8 | -13.0 | -12.6 | -1.0 | -8.5 | -2.8
(10) Cc1[nH]c(-c2ccccn2)nc(=S)c1Cl
  63.1* | x | 0.4 | -0.1 | -19.4 | -15.3 | 6.3 | -7.9 | -23.8
(11) Cc1noc(COc2ccccc2OCc2onc(C)c2Cl)c1Cl
  -0.0774 | -6.3 | -0.5 | -6.4 | 10.3[20 µM] | 13.9 | 6.6 | -0.1 | -4.6
(12) CC(C)(C)c1nc2scc(-c3ccc(Cl)cc3)c2c(=O)o1
  x | -0.1 | -0.8 | 15.6 | -18.5[20 µM] | 10.6 | 26.2 | -12.2 | -22.2
(13) Cc1ccc(S(=O)(=O)c2c(N)n(CC3CCOC3)c3nc4ccccc4nc23)cc1 (stereo not drawn)
  -0.234 | 5.5 | -0.5 | -7.1 | -68.2 | i | 1.6 | 3.9 | -7.7
(14) COc1ccc(Oc2nnc(-c3ccccc3)cc2C#N)cc1
  0.586 | 3.1 | 1.0 | 16.9 | -9.6 | -21.9 | 8.4 | 1.9 | -19.4
(15) CCN(C(=O)c1ccc2c(Cl)c3c(nc2c1)CCC3)c1cccc(C)c1
  -1.39 | 2.8 | -0.8 | 6.7 | -4.3 | 1.2 | 15.1 | 2.5 | -11.7
(16) O=C(Cc1ccccc1)NNC(=O)C1CCN(c2ncccn2)CC1
  1.09 | 4.1 | 0.9 | -10.1 | -24.1 | -2.0 | 0.7 | -4.8 | -5.6
(17) COc1ccc(-n2c(=O)c3c4c(sc3n(CC(=O)Nc3cc(C)[nH]n3)c2=O)CCC4)c(OC)c1
  -0.192 | -1.1 | 0.1 | -3.7 | -9.9 | -69.0 | 7.7 | -3.1 | 0.1
(18) Cc1occc1C(=O)NNC(=S)Nc1ccccc1C(F)(F)F
  0.689 | -4.2 | 2.0 | 2.2 | -17.9 | -0.1 | 8.2 | -1.8 | -20.2
(19) COc1ccccc1CNC(=O)c1ccc(CNc2c(N3CCCC3)c(=O)c2=O)cc1
  1.18 | 2.0 | 0.5 | 3.5 | 2.7 | -11.7 | 12.7 | 1.8 | -7.4
(20) CC(/C(O)=C(\C#N)c1nc2ccccc2n1C)N1C(=O)c2ccccc2C1=O (stereo not drawn)
  x | 3.9 | 0.4 | 3.5 | -16.3 | -37.9 | 23.4 | 3.0 | -3.0
(21) CCCCc1c(O)c2ccccc2n(CCCC)c1=O
  -0.736 | 17.2 | 0.9 | -6.2 | -25.0 | -85.8 | -0.3 | -8.8 | -15.2
(22) CN1CCN(C(=O)CC2(CC(=O)O)CCCC2)CC1
  0.212 | 4.1 | 0.7 | 2.8 | -37.0 | -15.0 | 7.7 | x | 1.6
(23) CNC(=O)N(C1=NCCCCC1)c1ccc(Br)cc1
  -2.71 | 4.1 | -0.1 | 3.6 | -27.5 | 22.1 | 0.8 | -4.6 | -8.2
(24) CCc1cc2c(=O)n(-c3ccc(C)cc3)cnc2s1
  -0.207 | -2.9 | -0.7 | 5.1 | -15.6[20 µM] | -15.7 | 11.9 | -0.5 | 15.1
(25) O=C1C2CC=C(Cl)CC2C(=O)N1CNc1ccccn1 (stereo not drawn)
  0.323 | x | 1.1 | -1.5 | -18.3[20 µM] | 3.9 | 8.0 | 0.1 | -4.5
(26) O=C(NCC(c1ccc(F)cc1)N1CCOCC1)c1ccc(C(=O)c2ccccc2)cc1 (stereo not drawn)
  x | x | 0.3 | 2.7 | -34.4 | 3.5 | 12.3 | 2.0 | 1.8
(27) COc1ccccc1-c1ccc(Nc2cccc(C(F)(F)F)c2)nn1
  0.655 | 3.1 | 1.1 | 19.1 | -21.3[20 µM] | -16.5 | 23.8 | -0.5 | -0.4
(28) O=C(Cn1nnc(-c2cccs2)n1)NCc1ccco1
  1 | -3.6 | 2.9* | -1.0 | -16.2 | -5.1 | 3.5 | 0.0 | -8.7
(29) O=C(Sc1nnc(-c2ccccc2)o1)N1c2ccccc2Sc2ccccc21
  0.401 | -0.6 | 0.4 | 18.2 | -13.6[20 µM] | -12.4 | 29.0 | -0.7 | -2.6
(30) N=c1c(C(=O)NCc2ccco2)cc2c(=O)n3ccccc3nc2n1CCc1ccccc1
  x | -13.6 | -0.5 | 5.6 | -17.2 | -284.3 | 7.8 | 0.5 | -26.7
(31) CC(=O)OCCNc1cc(N2CCN(C)CC2)c2noc3c2c1C(=O)c1ccccc1-3
  -0.879 | -0.8 | -1.4 | 4.2 | -17.1 | -57.7 | 12.3 | 5.3 | -4.0
(32) COc1ccc(S(=O)(=O)Nc2nc3c(s2)CCCC3)cc1
  -0.292 | -0.8 | 1.1 | 0.3 | -33.1 | 9.8 | 6.2 | -1.9 | -1.0
(33) NC(=O)CC(NC(=O)Cc1ccc(Cl)cc1)c1ccc(NCc2ccccc2)c([N+](=O)[O-])c1 (stereo not drawn)
  0.667 | -6.5 | x | 4.5 | -33.0 | -25.4 | 11.5 | 3.1 | 4.4
(34) O=S(=O)(c1ccc(Cl)cc1)N1CCCC1c1nc2ccccc2s1 (stereo not drawn)
  x | -3.8 | 0.4 | -1.1 | -11.0[20 µM] | 22.0 | -7.4 | -5.5 | -3.5
(35) Cc1oc(C(C)(C)C)cc1C(=O)Nc1ccc(C(=O)O)cc1
  x | -4.1 | 0.3 | 0.9 | -18.6 | -6.4 | 10.3 | -3.0 | -6.5
(36) CCn1c(-c2ccccc2O)n[nH]c1=S
  -0.0129 | -1.9 | 1.5 | -4.0 | -14.2 | 8.0 | -1.8 | -0.6 | -16.9
(37) FC(F)(F)c1cnc(NNC(=S)Nc2ccc(Cl)cc2)c(Cl)c1
  30.1* | 0.2 | 0.2 | 4.8 | -21.8 | -10.2 | 3.8 | -6.2 | -84.3
(38) CCc1ccc(NC(=O)CSc2nc3c(c(=O)n(C)c(=O)n3C)n2C)cc1
  -0.0949 | x | -0.6 | -5.1 | -20.3 | 12.3 | -1.3 | -4.0 | -8.5
(39) COc1ccc(N2CCN(C(=O)C3CCCN(S(=O)(=O)c4cccc5cccnc45)C3)CC2)cc1 (stereo not drawn)
  -0.0357 | 1.5 | -0.6 | 6.5 | -4.3 | -6.7 | 13.3 | -0.8 | -10.4
(40) CN1CCN(c2ccc(NC(=O)Cc3ccccc3)cc2)CC1
  1.16 | 2.7 | -0.1 | -4.5 | -13.4[20 µM] | 12.7 | 10.5 | -2.8 | -7.7
(41) Cc1onc(-c2ccccc2Cl)c1C(=O)NCc1cccs1
  x | -3.5 | 0.0 | 5.0 | -18.1 | 9.7 | 22.0 | 3.5 | -7.0
(42) CNC(=O)c1ccsc1NC(=O)c1ccccc1
  -0.171 | -2.8 | x | 2.3 | -12.5 | 2.1 | 10.9 | -3.3 | 0.5
(43) Oc1ccccc1-c1n[nH]c(=S)n1Cc1ccco1
  x | -6.2 | 0.6 | -6.3 | -24.9[20 µM] | -23.2 | 10.7 | -0.8 | -24.1
(44) CCOc1ccc(N(C)S(=O)(=O)c2ccc3[nH]cc(C(=O)NCC4CCCO4)c(=O)c3c2)cc1 (stereo not drawn)
  -0.217 | -7.5 | 1.5 | -3.0 | -18.1[20 µM] | -81.0 | 6.8 | 28.4 | -3.3
(45) C=CCOc1nc2c(c(=O)n(C)c(=O)n2C)n1C
  0.493 | 1.8 | -1.2 | -4.3 | -12.6[20 µM] | -55.2 | -15.7 | -3.6 | -17.7
(46) Cc1ccc(-c2ccc(/C=N/n3cnnc3)o2)cc1Cl
  0.0384 | -12.5 | 0.4 | -7.2 | -17.8[20 µM] | -47.2 | 2.5 | -3.1 | -23.3
(47) CCCCCCNC(=O)N[C@@H](C(=O)NCCC[C@H]1CN2C(=NC[C@@H]2Cc2ccccc2)N1CCc1cccc(OC)c1)C(C)C
  -0.53 | 0.9 | x | -1.2 | -26.7 | -0.8 | 4.4 | -7.6 | 0.4
(48) O=C(Cn1nc(CNc2ccc(Br)cc2)[n+]2c1CCCCC2)c1ccc([N+](=O)[O-])cc1
  0.0204 | -2.8 | -0.9 | 0.5 | -10.7 | -39.2 | 7.7 | 2.3 | -1.3
(49) CN1CCN(NC(=O)c2ccc(F)cc2)CC1
  -0.273 | x | -0.7 | -7.8 | -19.2[20 µM] | -17.2 | -5.6 | -6.5 | -8.0
(50) COc1ccccc1CNC(=O)c1cc2c(C)nn(Cc3ccc(F)cc3)c2s1
  -0.16 | 3.3 | -0.5 | 0.2 | -2.6[20 µM] | 7.1 | 16.6 | 1.2 | -1.7
(51) COc1cccc(OC)c1C(=O)N1CCN(c2ccccn2)CC1
  0.114 | -6.1 | -0.3 | 4.8 | -13.2[20 µM] | -59.5 | 8.2 | -2.1 | -20.3
(52) CC(=O)c1ccc(NC(=O)NCc2ccc(F)cc2)cc1
  -0.881 | 35.0 | 1.6 | -2.6 | -25.7 | -6.1 | 6.4 | 3.6 | -5.2
(53) COc1ccc(OC)c(NC(=O)COC(=O)CNC(=O)c2ccc(OC)c(OC)c2)c1
  -1.36 | 10.6 | -1.1 | 17.2 | -5.0[20 µM] | -0.2 | 14.3 | 0.5 | -0.6
(54) COc1cc(C2C=C(c3cccs3)Nc3ncnn32)cc(OC)c1OC (stereo not drawn)
  i | -426.0 | 0.8 | 9.5 | -13.6 | -174.1 | 7.3 | 4.3 | 0.2

3 entries drawn at random from the list so far, as already listed:
Order of values – Cl transport mod | Rad51 HR inh | PERK inh | FXIa inh 1536 | Furin inh | m-calpain inh | FXIIa inh 1536 | thrombin 1536 | hK5 inh
(39) COc1ccc(N2CCN(C(=O)C3CCCN(S(=O)(=O)c4cccc5cccnc45)C3)CC2)cc1 (stereo not drawn)
  -0.0357 | 1.5 | -0.6 | 6.5 | -4.3 | -6.7 | 13.3 | -0.8 | -10.4
(46) Cc1ccc(-c2ccc(/C=N/n3cnnc3)o2)cc1Cl
  0.0384 | -12.5 | 0.4 | -7.2 | -17.8[20 µM] | -47.2 | 2.5 | -3.1 | -23.3
(36) CCn1c(-c2ccccc2O)n[nH]c1=S
  -0.0129 | -1.9 | 1.5 | -4.0 | -14.2 | 8.0 | -1.8 | -0.6 | -16.9

Bioassay records from PubChem BioAssay.
